# Bioassay records deposited in PubChem BioAssay by National Center for Advancing Translational Sciences (NCATS).
# TrxR1 inh = rat TrxR1 inhibition | O89049 | recombinant rTrxR1, NADPH fluorescence consumption, selenite substrate | Potency, µM (series often up to 114 µM), inactives show at the top dose activity change, negative = inhibition, most hits filed as inhibitors | 1% of 390,000 active | AID 588453; also: potency is read from the fitted curve at half-maximal effect; % is scaled to controls: 0 for no effect and ±100 for the full control effect; nearly all actives have a fitted effect of over 65% in size
#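 Rat TrxR1 (90 nM in the dispensed reagent) was pre-reduced with 400 uM NADPH for 5 min at room temperature, then incubated with compound for 15 min. After 400 uM selenite was added, NADPH fluorescence (Ex 340/Em 450 nm) was followed for 8 min.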
# TRHR ag = TRH receptor (human) agonism | P34981 | TRHR cells, calcium flux fluo-8, FDSS agonist mode | activation, % at 2 µM | 0.18% of 360,000 active | AID 493084; in the data active = activation above about 30%; also: 0% is about no effect
# Target sequence (P34981 whole entry, looked up): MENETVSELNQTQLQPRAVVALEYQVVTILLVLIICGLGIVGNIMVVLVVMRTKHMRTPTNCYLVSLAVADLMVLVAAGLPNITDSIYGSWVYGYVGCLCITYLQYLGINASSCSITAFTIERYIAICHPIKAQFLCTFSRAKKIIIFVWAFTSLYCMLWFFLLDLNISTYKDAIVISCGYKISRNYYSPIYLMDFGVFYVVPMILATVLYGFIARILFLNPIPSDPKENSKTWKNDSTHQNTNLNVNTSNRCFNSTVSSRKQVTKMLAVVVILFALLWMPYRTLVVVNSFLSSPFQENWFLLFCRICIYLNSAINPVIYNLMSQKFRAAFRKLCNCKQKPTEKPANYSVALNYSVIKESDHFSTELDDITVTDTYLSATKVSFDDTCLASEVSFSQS
#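 Read-out: compound-evoked intracellular calcium rise in TRHR cells, fluo-8 dye, kinetic FDSS fluorescence at 1 s/cycle following a 10-cycle baseline. Cells cultured overnight before dye loading (30 min–1.5 h, RT).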
# TrxR1 substrate = is turned over as a substrate by rat TrxR1; purified TrxR1 substrate turnover, NADPH consumption readout; Potency, µM (highest dose often 114 µM), inactives show top-dose activity change, negative = substrate turnover; 0.01% of 390,000 active; AID 588456; also: potency is read from the fitted curve at half-maximal effect; % is scaled to controls: 0 for no effect and ±100 for the full control effect; nearly all actives have a fitted effect of over 50% in size
#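 Rat TrxR1, dispensed at 90 nM, was prereduced with 400 uM NADPH (final) for 5 min at ~22 deg C, then incubated with compound 15 min before 400 uM selenite. A first-read NADPH fluorescence drop versus no-compound background flagged substrates.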
# D2 antag = D2 dopamine receptor (human) antagonism; inhibition, % at 10 µM; HEK293 TREx D2 cells, calcium flux, dopamine EC80; 2% of 340,000 active; P14416; AID 485344; in the data active = inhibition above about 30%; also: 0% is about no effect
#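 Dopamine at EC80 is the agonist stimulus; test compounds precede it by 180 s. Calcium flux read kinetically in a force-coupled, inducible HEK293 T-REx D2 cell line.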
# D2 agonist = agonists of human D2 dopamine receptor; 0.53% of 340,000 active; HEK293 T-REx D2 cells, calcium flux agonist mode; AID 485358; activation, % at 2 µM;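 active = activation over 3 SD above normal in the single-dose calcium agonist read, cut at about 30% in these data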; also: 0% is about no effect
#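 Tetracycline-induced HEK293 T-REx cells with force-coupled D2 receptor, plated overnight at 30 C, loaded with no-wash calcium dye. After a 10 s baseline, compound was pin-added and calcium flux read kinetically for 180 s; calcium rises flagged agonists.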
# TRHR PAM = allosterically enhances the human TRH receptor; P34981; TRHR cells, fluo-8 calcium fluorescence, EC20 TRH enhancement; enhancement, % at 2 µM; 0.66% of 360,000 active; in the data active = enhancement above about 30%; also: 0% is about no effect
#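 Enhancer read-out: after compound pinning and an initial kinetic agonist-mode read, an EC20 of TRH (10 nM final) was injected and fluo-8 calcium signal (Ex 480/Em 530) followed at 1 s/cycle for 100 cycles in TRHR-expressing cells.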
# USP1 inh = blocks the human USP1/UAF1 deubiquitinase complex; O94782; recombinant USP1/UAF1, Ub-Rhodamine cleavage fluorescence; AID 743255; 0.23% of 390,000 active; Potency, µM (doses to about 57.1 µM), without a hit: at the top dose activity change, negative = inhibition, usual class: inhibitors; also: potency is read from the fitted curve at half-maximal effect; % is scaled to controls: 0 for no effect and ±100 for the full control effect; nearly all actives have a fitted effect of over 60% in size; inactives centre near -12
#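 High-throughput fluorogenic screen: 1nM USP1/UAF1 complex, Ub-Rho substrate 150nM final, 50mM HEPES pH 7.8 with 0.5mM EDTA, 0.1 mg/ml BSA, 1mM TCEP and 0.01% Tween-20.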
# mIDH1 inhibitor = inhibitors of human mutant IDH1 R132H. O75874. IDH1-R132H enzyme, NADPH consumption, diaphorase/resazurin fluorescence. Potency, µM (doses to about 76.6 µM), for the others: at the top dose activity change, negative = inhibition, actives largely listed as inhibitors. 0.093% of 390,000 active; also: potency is read from the fitted curve at half-maximal effect; % is scaled to controls: 0 for no effect and ±100 for the full control effect; nearly all actives have a fitted effect of over 65% in size
# Target sequence (O75874 whole entry R132H, stated change not applied): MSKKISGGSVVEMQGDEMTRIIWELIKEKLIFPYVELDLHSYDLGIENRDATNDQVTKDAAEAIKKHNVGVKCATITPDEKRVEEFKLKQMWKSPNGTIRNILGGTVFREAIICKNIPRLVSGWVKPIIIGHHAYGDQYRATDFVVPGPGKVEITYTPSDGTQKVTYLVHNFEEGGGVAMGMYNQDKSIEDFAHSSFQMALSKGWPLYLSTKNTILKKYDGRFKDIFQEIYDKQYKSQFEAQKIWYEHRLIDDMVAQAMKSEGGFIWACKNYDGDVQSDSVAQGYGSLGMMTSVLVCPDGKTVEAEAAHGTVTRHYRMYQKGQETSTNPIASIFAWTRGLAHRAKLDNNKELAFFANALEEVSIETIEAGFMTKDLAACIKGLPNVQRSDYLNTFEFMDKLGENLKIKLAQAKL
#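 IDH1-R132H (0.5 ug/mL dispensed) in pH 7.5 Tris buffer was preincubated 30 min with compound, then given a substrate mix of 0.016 mM NADPH and 2 mM alpha-KG for 80 min at room temperature; remaining NADPH was read by diaphorase/resazurin fluorescence.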
# Pin1 inh = blocks the human prolyl isomerase Pin1. 0.009% of 390,000 active. Q13526. Potency, µM (titrated, usually from 115 µM), inactives show top-dose activity, negative = inhibition, hits mostly inhibitors. Pin1 FP peptide displacement, HiFluor488, 10 min; active = well fitted inhibition curve with a large enough effect in the polarisation, with a control signal flat, not every such curve was filed as active; inconclusive = small, poorly fitted or top-dose-only effect, or effect the other way, or a change in a side signal; inactive = no such curve, though single readings can be large or run the other way; the % refers to the polarisation; also: potency is read from the fitted curve at half-maximal effect; % is scaled to controls: 0 for no effect and ±100 for the full control effect
# Target sequence (Q13526 whole entry, looked up): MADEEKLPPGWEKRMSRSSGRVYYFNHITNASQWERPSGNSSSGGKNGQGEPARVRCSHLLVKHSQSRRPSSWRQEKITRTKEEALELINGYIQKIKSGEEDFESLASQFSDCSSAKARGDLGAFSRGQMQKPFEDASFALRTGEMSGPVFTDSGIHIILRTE
# Numbers without * were called inactive; ? = inconclusive; . = no result given; & = joins results of further samples; [ ] = another dose, or the depositor's remark. Unless noted, calls follow the shape of the dose curve; as a rule, active = well fitted inhibition curve with a large enough effect; inconclusive = small, poorly fitted or top-dose-only effect; inactive = no such curve, though single readings can be large or run the other way. The list is partial, so the mix of outcomes need not match the whole.
SMILES,TrxR1 inh,TRHR ag,TrxR1 substrate,D2 antag,D2 agonist,TRHR PAM,USP1 inh,mIDH1 inhibitor,Pin1 inh
CCCCN(CCCNC(=O)C1CCN(C(=O)c2cc3sccc3n2C)CC1)Cc1ccccc1,-13%,4.1,2%,11,0.4,-9,-21%,0%,0%
O=C(O)C1C2C=CC(C2)C1C(=O)Nc1nccs1 (configuration not stated),8%[57.1 µM],0.5,2%[57.1 µM],2,0.4,-4,-13%,5%,-1%
O=C(/C=C/c1ccc[nH]1)c1ccccc1,-7%[57.1 µM],0.6,-8%[57.1 µM],0,1.7,1,-18%,5%,25%
NC(=O)c1nn(CC(=O)Nc2cccc(S(=O)(=O)N3CCCCCC3)c2)c(=O)c2ccccc12,14%,0.4,-4%,-9,0.5,-2,-20%,9%,-10%
COc1ccc(C(c2nnnn2C(C)(C)C)N2CCN(C)CC2)cc1OC (configuration not stated),-40%,0.8,14%[57.1 µM],-10,0.8,3,-14%,-5%,-2%
CCN1CCN(c2c(S(=O)(=O)c3ccc(C)c(C)c3)cnc3cc(OC)c(OC)cc23)CC1,-6%,0.0,-5%,.,-0.2,4,-7%,-10%,7%
COc1ccc(OCc2cc(C(=O)N(C)CCC3CCOCC3)no2)c(Cl)c1,9%[57.1 µM],-0.8,3%[57.1 µM],65*,-0.9,-23,-2%,3%,4%
Cc1nc2ccccc2c(=O)n1/N=C/c1ccc(O)c(O)c1O,-14%[57.1 µM],0.1,-12%,6,-0.3,-1,-16%,-5%,?
CC(=C/c1ccccc1)/C=N/n1c(-c2ccncc2)n[nH]c1=S,-12%,-0.5,-1%,0,21,5,-20%,8%,5%
CCN1C(=O)N/C(=C/c2ccc(Sc3ccc(C)cc3)o2)C1=O,-21%[57.1 µM],-0.9,13%[57.1 µM],4,-0.1,54*,-8%,6%,14%
Cc1cccc(N(C)C(=O)CCS(=O)(=O)c2cccc3nonc23)c1,-20%[57.1 µM],-0.3,2%[57.1 µM],19,1.1,2,-5%,-2%,-4%
C=CCN1[C@@H](Cc2ccccc2)COCCS1(=O)=O,40%&9%,.,13%&1%,.,.,.,-7%,4%,-2%
O=S1(=O)[C@H]2CC3O[C@]2(C[C@@H]3c2ccc(F)cc2)CN1Cc1ccc(Cl)cc1,19%[57.1 µM],0.0,2%[57.1 µM],20,0.9,-4,?,-1%,10%
CN1C(=O)Cc2cc(S(=O)(=O)CCC(=O)Nc3ccccc3)ccc21,5%[57.1 µM],0.0,1%[57.1 µM],.,0.7,-5,1%,0%,0%
CCN(CCn1cccn1)Cc1nc(Cc2cccc(F)c2)no1,3%,-0.5,1%,-5,-0.8,-2,-4%,0%,5%
COc1ccc(OC)c(Nc2nc(-c3ccc(O)c(O)c3)cs2)c1,-22%,0.5,-15%,-4,-1.0,-1,-5%,7%,?
Fc1ccc(CSc2nc3ccccc3[nH]2)cc1,25%,-0.5,4%,-3,-0.5,-7,4%,7%,-7%
OCCN1CCN(c2cc(C(F)(F)F)nc3c(F)cccc23)CC1,-10%,-0.8,-1%,6,-1.9,24,-14%,15%,3%
CC1CCN(C(=O)CSc2nc3cccnc3n2C)CC1,18%[57.1 µM],0.9,-4%,11,-0.1,5,-16%,6%,0%
CCc1nnc(NC(=O)CSc2nnc(COc3ccccc3)n2-c2ccc(C)cc2)s1,-6%[57.1 µM],0.3,4%[57.1 µM],-16,-0.2,2,-2%,-3%,5%

# Part of the list above, with values under each structure:
# Values in the order – TrxR1 inh | TRHR ag | TrxR1 substrate | D2 antag | D2 agonist | TRHR PAM | USP1 inh | mIDH1 inhibitor | Pin1 inh
Fc1ccc(CSc2nc3ccccc3[nH]2)cc1
  25% | -0.5 | 4% | -3 | -0.5 | -7 | 4% | 7% | -7%
OCCN1CCN(c2cc(C(F)(F)F)nc3c(F)cccc23)CC1
  -10% | -0.8 | -1% | 6 | -1.9 | 24 | -14% | 15% | 3%
CC1CCN(C(=O)CSc2nc3cccnc3n2C)CC1
  18%[57.1 µM] | 0.9 | -4% | 11 | -0.1 | 5 | -16% | 6% | 0%

# Continuation.
SMILES,TrxR1 inh,TRHR ag,TrxR1 substrate,D2 antag,D2 agonist,TRHR PAM,USP1 inh,mIDH1 inhibitor,Pin1 inh
O=S(=O)(c1cccs1)N1CCN(S(=O)(=O)c2cccs2)CC1,25%[57.1 µM],0.4,-8%,23,0.6,-4,-17%,-3%,-5%
COc1ccc2sc(N(Cc3cccnc3)C(=O)c3cccs3)nc2c1,14%[57.1 µM],-0.3,7%[57.1 µM],.,1.1,2,7%,0%,1%
CCC(C)Sc1ccc([C@H]2N[C@@](C)(C(=O)OC)[C@H]3C(=O)N(CC)C(=O)[C@@H]23)cc1OC (some centres not stated),4%,.,1%,.,.,.,-1%,-6%,0%
CN(CC(=O)Nc1cccc(C(F)(F)F)c1)C1=NS(=O)(=O)c2ccccc21,-7%[11.4 µM],.,6%[11.4 µM],.,.,.,-6%,1%,3%
O=C(Nc1ccc(N2CCCCC2)cc1)c1ccccn1,-25%,0.1,?,2,2.0,-2,-10%,0%,-4%
CCOC(=O)C(C)Oc1cccc2c(=O)n(CC(=O)N3CCN(C(=O)OCC)CC3)ccc12 (configuration not stated),-2%[57.1 µM],0.3,1%[57.1 µM],-3,0.7,-2,-18%,1%,2%
O=C(C1CCN(Cc2ccc(F)cc2)CC1)N(CCc1ccccc1)Cc1ccccc1,6%[57.1 µM],0.5,-14%,-33,0.2,3,-1%,3%,1%
O=C(Nc1cccnc1)c1cc(Cl)ccc1Cl,9%,0.3,-5%,.,.,-3,-9%,-5%,-15%
O=C(NCc1cccs1)C1CCCN(C(=O)Nc2ccc(F)cc2)C1 (configuration not stated),12%[0.0914 µM],1.4,9%[0.0914 µM],14,0.5,-4,-15%,-2%,1%
O=C(Cc1ccc2c(c1)OCCO2)N1CCN(c2ccccc2)CC1,-36%,0.4,-13%[57.1 µM],.,.,-7,-10%,4%,10%
Cc1nn(CC(=O)NCCCN2CCOCC2)c(C)c1[N+](=O)[O-],18%,-0.7,8%,6,-1.1,9,-18%,2%,10%
O=C(CN1CCC2(CC1)OCCO2)c1ccc2cc[nH]c2c1,-21%,0.5,26%,-5,1.9,0,-8%,-3%,-6%
O=C(CCc1nnc(-c2ccccc2)o1)NC1CCCCC1,2%,-2.4,-5%,-22,-3.6,7,-15%,-6%,0%
COc1ccccc1Cc1nc2ccccc2nc1SCC(=O)N1CCCCC1,20%[57.1 µM],0.1,3%[57.1 µM],.,0.7,4,-12%,-9%,-5%
CCOC(=O)c1cnc(SCC(=O)N2CCOCC2)nc1N,12%[57.1 µM],-0.4,-2%[57.1 µM],12,0.0,6,-19%,-1%,-5%
C=CCNC(=S)N/N=C/c1ccc(-c2ccc(Cl)cc2Cl)o1,20%,.,31%[activator],.,.,.,-5%,-1%,3%
CC(=O)c1ccc(N(CC(=O)NCC2CCCO2)C(=O)CCC(=O)Nc2cc(C)on2)cc1 (configuration not stated),0%[57.1 µM],-0.8,-1%[57.1 µM],-4,-0.8,3,5%,-4%,-2%
COc1ccccc1NC(=O)CSc1nc2nccnc2c(=O)n1Cc1cccs1,15%,-0.5,-3%,17,0.5,-1,-26%,-8%,-2%
O=C(NCc1ccc(F)cc1)c1ccc(CS(=O)(=O)Cc2ccccc2F)o1,-34%,0.2,3%,-15,-0.1,-1,-12%,2%,2%
COc1cccc(-n2c(CN3CCN(c4ccc(C)cc4)C(C)C3)nc3ccc([N+](=O)[O-])cc3c2=O)c1 (configuration not stated),-10%,0.5,-9%,1,1.5,1,-20%,8%,1%
COCCNC(=S)N1CCC(NC(=O)C23CC4CC(CC(C4)C2)C3)CC1,20%[57.1 µM],-0.4,6%[57.1 µM],-13,0.4,1,-14%,6%,2%
CCCCNC(=O)Cn1c(=O)cc(C)c2c(C)nn(-c3ccc(CC)cc3)c21,18%[57.1 µM],0.2,2%[57.1 µM],.,0.2,-1,-7%,-8%,-5%
NC(=O)C1CCN(C(=O)c2cc(-c3ccc(Cl)cc3)nc3ccccc23)CC1,-12%,.,-12%,.,.,.,-20%,-2%,-9%
Cc1ccc2c(c1)cc1c(=O)n(Cc3ccc(Cl)cc3)nc(C)n12,16%,0.5,10%,.,-0.5,1,-27%,13%,-4%
CCOC(=O)[C@@H]1[C@H]2COc3ccc(Br)cc3[C@H]2N2C(=O)N(c3ccc(Cl)cc3)C(=O)[C@]12C,24%,.,7%,.,.,.,-12%,-1%,10%
CC(=O)OC1COC(n2c(O)c(N=NC(N)=S)c3ccccc32)C(OC(C)=O)C1OC(C)=O (configuration not stated),2%,-0.2,-3%,-1,0.9,8,-26%,3%,0%
Fc1ccc(NC(=S)NCCc2ccc(Cl)cc2)cc1,-13%,0.4,-13%,32*,-1.4,-7,-1%,2%,2%
Cc1ccc(S(=O)(=O)NCC(c2ccc(N(C)C)cc2)N2CCOCC2)cc1 (configuration not stated),2%[57.1 µM],-1.4,-2%[57.1 µM],.,0.6,3,-4%,-14%,-4%
CC(=O)Nc1c(O)nc(SCc2ccc(Cl)cc2)[nH]c1=O,-11%,0.4,-13%,6,2.1,11,-6%,2%,-5%
COc1ccc(NC(=O)c2cc(C)nc3c2c(C)nn3-c2cccc(Cl)c2C)c(OC)c1,9%,2.6,-2%,.,-0.3,-11,-1%,-17%,1%
CCCOC(=O)COC(=O)c1ccccc1NC(=O)c1ccccc1,1%,0.1,-2%,.,.,-5,2%,0%,-1%
COc1cccc(N(C(=O)c2cccs2)c2nc3ccccc3s2)c1,35%,0.3,24%,6,-2.0,-1,-15%,9%,3%
Nc1cc2nsnc2cc1Br,9%,0.3,?,-22,0.2,0,4.5µM*,21%,?
O=C(N1CCN(c2cccc(Cl)c2)CC1)C1(S(=O)(=O)c2ccc(Cl)cc2)CC1,-4%,-0.2,-8%,-2,-0.3,0,-9%,2%,-1%
COc1cc(/C=C/C(=O)NC(C)(C)C)ccc1OCc1ccccc1,-11%,0.0,-7%,23,-0.2,4,-24%,0%,-1%
